MT1-MMP txn act: MT1-MMP promoter reporter activation – cell-based, luciferase luminescence, primary screen. AID 750, 2007. HT1080 MT1-MMP promoter luciferase reporter, overnight; active compounds read high. 86,000 compounds, 0.16% hits. activation factor at 10 µM;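 active = activation factor of at least 2 for MT1-MMP transcription at 10 µM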
Calb biofilm kill: clotrimazole potentiators killing Candida biofilms, primary screen, with clotrimazole, Alamar Blue; AID 834, 2007; inhibition, % at 6 µM; 85,000 compounds, 0.14% hits; C. albicans biofilm + clotrimazole;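 active = inhibition above 20%; inactive = inhibition below 20%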;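 also: preformed 24 hr biofilms exposed to compound for 48 hr; 0% = biofilm without compound and 100% = blank killed by clotrimazole plus chlorhexidine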
IL1B cytotox: cytotoxicity in IL-1B stimulated HUVEC, primary screen, cytotoxicity control for IL-1B NFkB translocation project, imaging, Hoechst nuclear count, IL-1B stimulus. cell count reduction, % at 2 µM. HUVEC cell count loss. AID 845, 2007. 94,000 compounds, 0.41% hits;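 active = cell count reduction more than 3 SD above the screen-wide mean, cut at about 70% in these data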;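 also: normalized per plate to untreated control cells as the no-loss baseline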
Smad3 FoxH1 inh: Smad3/FoxH1 peptide binding inhibitors, primary screen, biochemical, TR-FRET; Mothers against decapentaplegic homolog 3 (Homo sapiens), P84022; TR-FRET Smad3/Dy647-FoxH1 peptide binding, europium anti-His; inhibition, % at 25 µM; 88,000 compounds, 0.29% hits; AID 630, 2007;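 active = compounds that reduce the energy-transfer binding signal between the protein and its labelled peptide by more than half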;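 also: 0% = Smad3 plus labelled peptide maximal FRET and 100% = peptide-only background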
DAT uptake mod: changed hDAT dopamine uptake under cocaine IC80, either direction, primary screen, cocaine antagonist project, cell-based, LLC-PK1 hDAT, [14C]-dopamine uptake, MLSMR; Sodium-dependent dopamine transporter (Homo sapiens), Q01959; LLC-PK1 hDAT cells, [14C]-dopamine uptake with cocaine IC80; actives deviate in either direction; B-score at 10 µM; 110,000 compounds, 1.3% hits; AID 449768, 2010;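 active = Z score or B-score, a plate-position-corrected score, falls beyond the plate's 99.7% confidence bounds, in either direction; inactive = both scores lie inside the 99.7% bounds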;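 also: scored against the spread of the other compound wells on the same plate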
VCAM1 TNFa inh: inhibitors of TNFa-induced VCAM1 expression, primary screen, imaging, HUVEC, TNFa stimulus, immunofluorescence. HUVEC TNFa-induced VCAM-1 immunofluorescence, high-content imaging. AID 802, 2007. inhibition, % at 2 µM. 95,000 compounds, 0.48% hits;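 active = inhibition above the batch mean plus 3 SD, with images confirmed as a hit by eye, cut at about 37% in these data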;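 also: 0% = TNF-stimulated DMSO wells and 100% = unstimulated control wells; not every result past the cut was called active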
cytoskel mod: modifiers of F-actin cytoskeleton organization, primary screen, imaging, HUVEC, phalloidin staining, high-content imaging. 91,000 compounds, 0.18% hits. AID 836, 2007. inhibition, % at 2 µM. HUVEC TNFa F-actin phalloidin imaging;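 active = inhibition above the batch mean plus 3 SD and confirmed as a hit by visual image inspection, cut at about 30% in these data, passing the limit was not always enough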; also: strong numbers were not always called active
TNFa cytotox: cytotoxicity in TNFa-stimulated HUVEC, primary screen, cytotoxicity control for VCAM1 expression modulator project, imaging, Hoechst nuclei count; HUVEC TNFalpha-stimulated, Hoechst cell count; cell count reduction, % at 2 µM; 93,000 compounds, 0.17% hits; AID 848, 2007;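 active = cell count reduction exceeding the screen mean by over 5 SD, scaled to untreated wells per plate, cut at about 78% in these data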;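 also: cells counted after 24 h of TNF alpha exposure following the 1 h pretreatment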
PTPN22 inh 2: PTPN22 phosphatase inhibitors, primary screen, biochemical, DiFMUP fluorescence, 2 µM; 96,000 compounds, 0.21% hits; recombinant LYP catalytic domain; inhibition, % at 2 µM; Tyrosine-protein phosphatase non-receptor type 22 (Homo sapiens), Q9Y2R2;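 active = inhibition at 2 µM at or above a set limit, the screen mean plus 3 SD, cut at about 24% in these data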;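 also: 0% = DMSO with enzyme and 100% = enzyme fully blocked by orthovanadate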
Target sequence (Q9Y2R2 whole entry, looked up, the tested form may be a part): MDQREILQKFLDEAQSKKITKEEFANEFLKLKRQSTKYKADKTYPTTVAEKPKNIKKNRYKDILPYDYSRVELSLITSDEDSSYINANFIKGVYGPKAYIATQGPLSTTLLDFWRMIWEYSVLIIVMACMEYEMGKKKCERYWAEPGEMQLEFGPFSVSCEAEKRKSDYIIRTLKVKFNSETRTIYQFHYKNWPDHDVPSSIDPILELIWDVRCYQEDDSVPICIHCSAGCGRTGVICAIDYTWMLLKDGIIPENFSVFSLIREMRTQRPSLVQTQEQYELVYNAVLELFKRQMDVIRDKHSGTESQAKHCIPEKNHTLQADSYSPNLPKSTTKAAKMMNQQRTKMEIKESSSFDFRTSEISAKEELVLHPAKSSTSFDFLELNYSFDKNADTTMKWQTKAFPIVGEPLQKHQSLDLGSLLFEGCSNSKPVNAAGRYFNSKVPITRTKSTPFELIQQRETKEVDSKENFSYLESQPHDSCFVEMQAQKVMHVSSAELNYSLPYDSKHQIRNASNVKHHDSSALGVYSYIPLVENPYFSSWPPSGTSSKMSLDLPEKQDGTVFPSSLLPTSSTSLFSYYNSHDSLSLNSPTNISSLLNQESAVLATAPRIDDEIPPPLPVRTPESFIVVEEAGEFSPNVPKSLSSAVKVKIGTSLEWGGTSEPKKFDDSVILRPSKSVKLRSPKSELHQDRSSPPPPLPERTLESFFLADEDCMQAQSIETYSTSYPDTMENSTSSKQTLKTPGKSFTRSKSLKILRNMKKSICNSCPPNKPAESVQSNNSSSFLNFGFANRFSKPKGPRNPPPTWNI
* hit, by the source's call; [ ] = another dose, or the depositor's remark. These rows are one share of the data. The share of hits here may be higher or lower than overall.

`CCCOc1ccc(C(O)(CCC)CCN2CCCCC2)cc1` (stereo unspecified) gave MT1-MMP txn act 1.2, Calb biofilm kill 4, IL1B cytotox 19, Smad3 FoxH1 inh -13, DAT uptake mod -0.037, VCAM1 TNFa inh 1, cytoskel mod 16, TNFa cytotox -24 and PTPN22 inh 2 -28.
`CCOC(=O)N1CCN(C(=O)c2ccc(N(C)S(C)(=O)=O)cc2)CC1` gave MT1-MMP txn act 1, Calb biofilm kill 8, IL1B cytotox -15, Smad3 FoxH1 inh 4, DAT uptake mod 0.98, VCAM1 TNFa inh -7, cytoskel mod 6, TNFa cytotox 10 and PTPN22 inh 2 3.
COc1ccccc1-c1cn(S(=O)(=O)c2ccc(C)cc2)nc1N was read as MT1-MMP txn act 1.1, IL1B cytotox 6, Smad3 FoxH1 inh 0, DAT uptake mod -0.46, VCAM1 TNFa inh 91*, cytoskel mod -7, TNFa cytotox -19 and PTPN22 inh 2 0.
FC(F)(F)c1nc(N2CCN(c3ccccc3)CC2)nc2c1CCCCC2 was read as MT1-MMP txn act 1.2, Calb biofilm kill 4, Smad3 FoxH1 inh 3 and DAT uptake mod -0.96.
Screening CCOc1ccc(NC(=O)CN(C2CCCCC2)S(C)(=O)=O)cc1 returned MT1-MMP txn act 1.2, Calb biofilm kill 2, IL1B cytotox -5, Smad3 FoxH1 inh 11, DAT uptake mod -0.11, VCAM1 TNFa inh 10, cytoskel mod -10, TNFa cytotox -29 and PTPN22 inh 2 -3.
Screening COCCn1c(C)cc(C(=O)COC(=O)c2ccc3ncsc3c2)c1C returned MT1-MMP txn act 1.7, Calb biofilm kill 4, IL1B cytotox -11, Smad3 FoxH1 inh 5, DAT uptake mod 0.015, VCAM1 TNFa inh 1, cytoskel mod -19, TNFa cytotox -4 and PTPN22 inh 2 -11.
CC(=O)c1ccc2c(c1)c1ccccc1n2CC(C)C was read as MT1-MMP txn act 1.1, Calb biofilm kill -5, IL1B cytotox 3, Smad3 FoxH1 inh -1, DAT uptake mod -0.49, VCAM1 TNFa inh -4, TNFa cytotox 6 and PTPN22 inh 2 4.
Screening Cc1n[nH]c(C)c1C(=O)CC1(O)C(=O)N(CCc2ccccc2)c2ccc(Br)cc21 (stereo unspecified) returned MT1-MMP txn act 1.1, Calb biofilm kill 3, IL1B cytotox -15, Smad3 FoxH1 inh 8, DAT uptake mod 1.2, VCAM1 TNFa inh -11, cytoskel mod 11, TNFa cytotox -10 and PTPN22 inh 2 16.
CCCCNC(=O)c1onc(CSc2ccc(C)c(C)c2)c1C(=O)O was read as IL1B cytotox -15, DAT uptake mod 0.12, VCAM1 TNFa inh 7, cytoskel mod -5, TNFa cytotox -1 and PTPN22 inh 2 5.
For Cc1cc(O)c(NC(=O)c2ccc(Br)o2)cc1C the results were MT1-MMP txn act 1.6, Calb biofilm kill 2, IL1B cytotox -13, Smad3 FoxH1 inh -1, DAT uptake mod -0.56, VCAM1 TNFa inh 25, cytoskel mod 2, TNFa cytotox -5 and PTPN22 inh 2 -6.
For C=CCn1c(SCC(=O)c2cccs2)nc2sc(C)cc2c1=O the results were MT1-MMP txn act 1, Calb biofilm kill 5, IL1B cytotox -7, Smad3 FoxH1 inh 4, DAT uptake mod 2.4, VCAM1 TNFa inh 0, cytoskel mod 16, TNFa cytotox -35 and PTPN22 inh 2 -27.
For O=C(Cc1c[nH]c2ccccc12)NCc1ccc2c(c1)OCO2 the results were MT1-MMP txn act 1.6, Calb biofilm kill 11, IL1B cytotox 22, Smad3 FoxH1 inh -5, DAT uptake mod 0.7, VCAM1 TNFa inh -1, cytoskel mod -52, TNFa cytotox 10 and PTPN22 inh 2 -1.
CCCOC(=O)c1ccc(Oc2c(-c3ccc(O)cc3O)n[nH]c2C)cc1 was read as MT1-MMP txn act 1.1, Calb biofilm kill 7, IL1B cytotox 25, Smad3 FoxH1 inh -6, DAT uptake mod 0.27, VCAM1 TNFa inh 21, cytoskel mod 3, TNFa cytotox 2 and PTPN22 inh 2 -6.
Screening Cc1noc2c1C(c1ccc(N(C)C)cc1)C1=C(CC(C)(C)CC1=O)N2 (stereo unspecified) returned IL1B cytotox 1, DAT uptake mod -0.02, VCAM1 TNFa inh 4, cytoskel mod 10, TNFa cytotox -8 and PTPN22 inh 2 5.
For CCN1CCN(C(=O)c2cc3nc(-c4ccccc4)cc(C(F)(F)F)n3n2)CC1 the results were MT1-MMP txn act 1, Calb biofilm kill 6, IL1B cytotox 5, Smad3 FoxH1 inh -2, DAT uptake mod 0.035, VCAM1 TNFa inh -12, cytoskel mod -3, TNFa cytotox 0 and PTPN22 inh 2 7.
CCS(=O)(=O)NCc1cn2c(C)csc2n1 was read as MT1-MMP txn act 1.1, Calb biofilm kill 10, IL1B cytotox 3, Smad3 FoxH1 inh 9, DAT uptake mod 0.055, VCAM1 TNFa inh 20, cytoskel mod -23, TNFa cytotox -10 and PTPN22 inh 2 -9.
`CCN(CC)C(=O)c1cc2c(=O)oc3ccccc3c2s1` gave MT1-MMP txn act 1.1, Calb biofilm kill 4, Smad3 FoxH1 inh -6, DAT uptake mod 0.22, VCAM1 TNFa inh 1, cytoskel mod 14, TNFa cytotox -17 and PTPN22 inh 2 4.
Screening CCCCSC1=C(C#N)C(c2ccccc2C)CC(=O)N1 (stereo unspecified) returned Calb biofilm kill 2, IL1B cytotox -41, Smad3 FoxH1 inh 3, DAT uptake mod -1.2, VCAM1 TNFa inh -9, cytoskel mod -7, TNFa cytotox 1 and PTPN22 inh 2 0.
CCOC(=O)c1c(C2CCN(C(=O)OCC)CC2)nc2ccccn12 was read as MT1-MMP txn act 1, Calb biofilm kill 9, IL1B cytotox 8, Smad3 FoxH1 inh 3, DAT uptake mod 0.74, VCAM1 TNFa inh 4, cytoskel mod 3, TNFa cytotox -11 and PTPN22 inh 2 3.
Screening O=S(=O)(c1ccc(-c2cn3ccccc3n2)cc1)N1CCOCC1 returned Calb biofilm kill 6, IL1B cytotox 10, Smad3 FoxH1 inh 2, DAT uptake mod -0.24, VCAM1 TNFa inh -5, cytoskel mod 4, TNFa cytotox -2 and PTPN22 inh 2 5.
For COc1ccc(C)cc1S(=O)(=O)Nc1cccnc1 the results were MT1-MMP txn act 1.1, Calb biofilm kill 0, Smad3 FoxH1 inh -15 and DAT uptake mod 0.57.
For COCC(=O)Nc1sc2c(c1C(=O)OC)C(C(=O)OC)CC2 (stereo unspecified) the results were MT1-MMP txn act 1.1, Calb biofilm kill 5, IL1B cytotox 18, Smad3 FoxH1 inh -2, DAT uptake mod -0.44, VCAM1 TNFa inh 23, cytoskel mod -8, TNFa cytotox 10 and PTPN22 inh 2 -7.
COCc1nnc(NC(=O)CSCc2ccccc2)s1 was read as MT1-MMP txn act 1, Calb biofilm kill -3, IL1B cytotox -40, Smad3 FoxH1 inh 5, DAT uptake mod -0.056, VCAM1 TNFa inh 2, cytoskel mod 9, TNFa cytotox -25 and PTPN22 inh 2 -2.
Screening Cc1nn(C)cc1CNC(=O)c1cnn2c1NC(c1ccc(Br)cc1)CC2C(F)(F)F (stereo unspecified) returned MT1-MMP txn act 1, Calb biofilm kill 0, Smad3 FoxH1 inh 4 and DAT uptake mod -0.38.
`Cc1nn(C)c(C)c1/C=N/NC(=O)c1csc2ccccc12` gave IL1B cytotox -18, DAT uptake mod 0.45, VCAM1 TNFa inh -7, cytoskel mod 3, TNFa cytotox -7 and PTPN22 inh 2 15.
CC1Cc2ccccc2N1C(=O)CSCC(=O)O (stereo unspecified) was read as MT1-MMP txn act 1.2, Calb biofilm kill 1, IL1B cytotox 7, Smad3 FoxH1 inh 16, DAT uptake mod 0.64*, VCAM1 TNFa inh 0, cytoskel mod -14, TNFa cytotox -15 and PTPN22 inh 2 4.
CCSc1ccccc1C(=O)NCc1ccc(S(N)(=O)=O)cc1 was read as MT1-MMP txn act 1.1, Calb biofilm kill -2, IL1B cytotox -41, Smad3 FoxH1 inh 2, DAT uptake mod -0.19, VCAM1 TNFa inh 2, cytoskel mod 9, TNFa cytotox -31 and PTPN22 inh 2 -4.
`CN(C)S(=O)(=O)c1ccc(N2CCN(S(=O)(=O)c3ccc(F)cc3)CC2)c(Cl)c1` gave MT1-MMP txn act 0.9, Calb biofilm kill 3, IL1B cytotox 28, Smad3 FoxH1 inh 7[fluorescence artefact?], DAT uptake mod -1, VCAM1 TNFa inh 1, cytoskel mod -2, TNFa cytotox -12 and PTPN22 inh 2 6.
For CCOc1ccc(CC(=O)Nc2c(C(=O)Nc3ccccc3)oc3ccccc23)cc1OCC the results were MT1-MMP txn act 1, Calb biofilm kill 6, IL1B cytotox -3, Smad3 FoxH1 inh 20[fluorescence artefact?], DAT uptake mod 0.4, VCAM1 TNFa inh -1, cytoskel mod -2, TNFa cytotox -6 and PTPN22 inh 2 2.
`CCNc1cccc2c1C(=O)N(C)C2=O` gave MT1-MMP txn act 1, Calb biofilm kill 1, Smad3 FoxH1 inh -5 and DAT uptake mod -0.039.
Screening CCOC(=O)N1CCC(N2C(=O)c3cc(C(=O)NC4CCCCC4)ccc3C2O)CC1 (stereo unspecified) returned MT1-MMP txn act 1, Calb biofilm kill 7, Smad3 FoxH1 inh -6 and DAT uptake mod 0.74.
`Cc1cccc2cc(CN(Cc3cccnc3)C(=O)c3ccncc3)c(=O)[nH]c12` gave MT1-MMP txn act 1.4, Calb biofilm kill 3, Smad3 FoxH1 inh 2 and DAT uptake mod -0.2.
For COCCCNC(=O)c1ccc2nc3ccccc3c(=O)n2c1 the results were MT1-MMP txn act 1.1, Calb biofilm kill 9, IL1B cytotox -74, Smad3 FoxH1 inh 7, DAT uptake mod -0.37, VCAM1 TNFa inh 10, cytoskel mod 16, TNFa cytotox -54 and PTPN22 inh 2 -4.
`CCOc1ccc(S(=O)(=O)Nc2cc(Cl)ccc2O)cc1` gave MT1-MMP txn act 1.1, Calb biofilm kill 8, IL1B cytotox 14, Smad3 FoxH1 inh 7, DAT uptake mod -0.75, VCAM1 TNFa inh 9, cytoskel mod -14, TNFa cytotox -2 and PTPN22 inh 2 -13.
Screening O=S(=O)(Nc1ncccc1O)c1ccc(Cl)cc1 returned MT1-MMP txn act 0.9, IL1B cytotox -21, Smad3 FoxH1 inh 0, DAT uptake mod 0.096, VCAM1 TNFa inh -5, cytoskel mod -10, TNFa cytotox -1 and PTPN22 inh 2 -10.
`O=C1C2C3c4ccccc4C(c4ccccc43)[C@@H]2c2nc3ccccc3n21` (stereo partly specified) gave MT1-MMP txn act 1.1, Calb biofilm kill 4, IL1B cytotox -25, Smad3 FoxH1 inh -7, DAT uptake mod 0.0088, VCAM1 TNFa inh 2, cytoskel mod -18, TNFa cytotox 0 and PTPN22 inh 2 10.
